OX1R antag: OX1R (human) antagonism | AID 485270 | inhibition, % at 6.6 µM | 330,000 tested, 1.8% active | OX1R-expressing cells, FRET antagonist read-out; in the data active = inhibition mostly above about 38%, no sharp cut-off; inactive = mostly below about 40%;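 note: 0% = agonist challenge alone and 100% = reference antagonist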
Target sequence (O43613 whole entry, looked up): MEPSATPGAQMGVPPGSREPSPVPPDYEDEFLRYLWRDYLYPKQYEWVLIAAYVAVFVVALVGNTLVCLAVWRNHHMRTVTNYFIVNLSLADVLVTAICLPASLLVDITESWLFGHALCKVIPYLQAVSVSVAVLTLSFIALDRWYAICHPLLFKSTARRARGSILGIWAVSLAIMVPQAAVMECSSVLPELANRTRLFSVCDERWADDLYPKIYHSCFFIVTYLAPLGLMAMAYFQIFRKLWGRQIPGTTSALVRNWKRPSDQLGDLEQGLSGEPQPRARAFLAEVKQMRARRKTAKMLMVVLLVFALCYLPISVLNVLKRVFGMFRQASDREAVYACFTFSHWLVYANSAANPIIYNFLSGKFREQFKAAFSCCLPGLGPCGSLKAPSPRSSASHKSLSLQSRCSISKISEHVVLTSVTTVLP
STK33 inh: inhibitors of human STK33 kinase | inhibition, % at 10 µM | AID 2661 | purified STK33, MBP phosphorylation, ADP-Glo luminescence | 320,000 tested, 0.073% active;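 active = inhibition at or above 25%, using the most active replicate where run in duplicate; inactive = inhibition below 25%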
Target sequence (Q9BYT3 whole entry, looked up): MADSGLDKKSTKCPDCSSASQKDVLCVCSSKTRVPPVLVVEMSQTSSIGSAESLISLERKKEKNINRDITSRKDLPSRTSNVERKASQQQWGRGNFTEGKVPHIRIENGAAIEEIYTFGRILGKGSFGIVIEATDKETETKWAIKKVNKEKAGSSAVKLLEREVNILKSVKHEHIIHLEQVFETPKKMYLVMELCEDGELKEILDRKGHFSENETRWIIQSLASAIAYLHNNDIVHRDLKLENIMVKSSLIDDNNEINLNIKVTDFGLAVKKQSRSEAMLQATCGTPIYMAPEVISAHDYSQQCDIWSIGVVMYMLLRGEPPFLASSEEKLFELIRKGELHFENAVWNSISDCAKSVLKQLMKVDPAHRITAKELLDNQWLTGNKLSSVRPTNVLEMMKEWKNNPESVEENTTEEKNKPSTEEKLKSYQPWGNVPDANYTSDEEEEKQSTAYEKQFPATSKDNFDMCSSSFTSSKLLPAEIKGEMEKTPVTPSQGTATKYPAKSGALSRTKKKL
KCNQ2 block: KCNQ2 potassium channel inhibitors, primary screen, cell-based, CHO-K1, FluxOR thallium flux, B-score (AID 2156) | O88943 | 20 min; stronger effect = lower value | B-score at 10 µM | 310,000 tested, 1.1% active;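 active = fluorescence ratio B-score at most minus 3 library SDs, with starting brightness B-score within 2 library SDs, cut at about -5.5 in these data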
* marks the source's active call; other numbers are inactive results; i = inactive; . = no result given.

OX1R antag	STK33 inh	KCNQ2 block	Compound
-4.3	-0.6	i	Cc1ccc(C)c(NC(=O)CN(C)C(=O)[C@@H](NC(N)=O)C(C)C)c1
8.9	-2.2	i	CSc1nnc(-c2ccccc2Cl)o1
10.8	-0.2	i	CCOC(=O)N1CCN(C(=O)COc2ccc(S(=O)(=O)NCC(C)C)cc2C)CC1
8.0	0.6	i	CSCC[C@H](N)C(=O)N1CCC(C(=O)N[C@H](C(=O)NCc2ccccc2F)C(C)C)CC1
5.7	-0.8	i	CCC(C)NC(=O)COC(=O)Cc1sc(N)nc1-c1ccc(C)cc1 (stereo not given)
7.3	-0.8	i	C/C(=N\NC(=O)CCC(=O)O)c1c(-c2ccccc2)c2cc(Br)ccc2[nH]c1=O
29.0	-0.3	.	CNC(=O)c1ccc(OCc2ccccc2)c(OC)c1
5.6	-3.4	i	CN1CC2=Cc3ccccc3OC23Oc2ccccc2C=C3C1
3.9	-0.3	i	CN(C)/C=C1\C(=O)NN=C1c1ccccc1
18.9	1.3	i	Cc1cc(CNC(=O)Cn2nc(C)c([N+](=O)[O-])c2C)c2ccccc2n1
4.2	7.0	i	COc1ccccc1N1CCN(C(=O)NCc2ccc(Cl)cc2)CC1
14.4	-0.7	i	CCCN(CC(=O)Nc1ccccc1C)C(=O)c1oc2ccc(OCC)cc2c1C
18.7	-1.1	i	O=[N+]([O-])c1ccc(N2CCNCC2)cc1Sc1nc2ccccc2[nH]1
8.3	-2.6	i	CCn1cc(S(=O)(=O)NCc2ccccc2Br)cn1
37.0	0.2	i	O=C(NC1CC2CCCC(C1)N2C(=O)N1CCCCC1)C1CCCCC1 (stereo not given)
6.9	-1.0	i	Nc1cnn(C2OC(CO)C(O)C2O)c(=O)n1 (stereo not given)
31.1	-3.3	i	N/C(=N\OC(=O)C12CC3CC(CC(C3)C1)C2)c1ccccn1
3.2	0.2	i	COc1ccc(/C=C(/NC(=O)c2ccccc2)C(=O)N2CCC(C)CC2)cc1
1.7	0.2	i	Cc1cccc(NC(=O)CSc2nc3[nH]ncc3c(=O)[nH]2)c1C
7.7	0.4	.	Cc1ccc(S(=O)(=O)N2CCCC2)cc1C(=O)NCCOc1ccccc1
13.1	-1.4	i	COc1ccc(C(C(=O)NCc2ccccc2)N(Cc2cccnc2)C(=O)c2snc(C(N)=O)c2N)cc1OC (stereo not given)
1.1	-2.2	i	COc1cccc(CC2CC(=O)N(c3ccc4c(C)cc(=O)oc4c3)C2=O)c1 (stereo not given)
26.1	-19.1	i	COc1ccc(S(=O)(=O)NC(CC(=O)NCc2ccccc2OC)c2ccco2)cc1 (stereo not given)
17.7	-1.1	i	Cc1oc(-c2cccs2)nc1CN1CCN(C2CCCC2)C(CCO)C1 (stereo not given)
0.5	-1.5	.	COc1ccc(C2=CCC3CCCCN3C2)cc1OC (stereo not given)

Additional structures:
OX1R antag	STK33 inh	KCNQ2 block	Compound
39.9	0.7	i	CCCCC1=CC2=CC(=O)C(C)(OC(=O)CC)C(=O)C2=CN1CCc1c[nH]c2ccccc12 (stereo not given)
7.2	0.0	i	CCOC(=O)N1CCC(N2Cc3cccc(C(=O)Nc4ccc(N(CC)CC)cc4C)c3C2=O)CC1
4.3	-4.6	i	CCOC(=O)c1c(NC(=O)CN2C(=O)c3ccccc3C2=O)sc(Cc2ccc3c(c2)OCO3)c1C
42.4	0.4	i	COc1cccc(-c2ccc(C#N)c(OC(=O)c3ccc(Cl)cc3)n2)c1
27.5	-1.1	i	O=C(COC(=O)CNC(=O)c1ccco1)Nc1ccc(F)cc1
2.4	-1.7	i	Cc1ccc(C(=O)Nc2cccc3cccnc23)cc1Br
-0.4	4.6	.	CCOc1ncccc1C(=O)Nc1ccc(S(=O)(=O)Nc2nc(C)cc(C)n2)cc1
23.3	-0.4	i	C/C(N)=C(/C#N)C(=O)CSc1cc(C)c2cc(C)cc(C)c2n1
12.9	-2.7	i	CC(C)CNC(=O)CN1C(=O)NC(Cc2c[nH]c3ccccc23)C1=O (stereo not given)
34.4	-0.4	i	COCCSc1nnc(NC(=O)C2CCCO2)s1 (stereo not given)
4.9	0.2	i	C/C(=N\NC(=O)CSc1nc2ccccc2c(=O)n1-c1ccccc1C)c1cccs1
4.1	0.1	i	Nc1cc(S(=O)(=O)N2CCOCC2)ccc1Oc1ccc(F)cc1
5.9	-1.7	i	Cc1c(C#N)c2ccccc2n1CC(=O)NCc1cccnc1
6.7	-1.5	i	O=C1C=C(NCc2ccc(Cl)cc2)CC(c2ccco2)C1 (stereo not given)
45.1	-0.9	i	Cn1cccc1/C=C1\SC(=O)N(CC(=O)Nc2ccc(F)cc2)C1=O
2.2	0.4	i	COc1ccc(S(=O)(=O)N(C)CC(=O)Nc2ccccc2OC)cc1
8.3	0.5	i	O=C(Oc1nsnc1N1CCOCC1)N1CCCCC1
34.7	0.3	i	COc1ccccc1OCCCC(=O)Nc1ccc2c(c1)OCCO2
9.9	-0.5	.	CC1(C(=O)NC2CCCCC2)CCC(=O)N1Cc1cccnc1 (stereo not given)
21.6	.	i	CC(=O)/C=C(\C)Nc1c(C)n(C)n(-c2ccccc2)c1=O
9.3	-1.4	i	COCc1nnc(NC(=O)CCC2CCCCC2)s1
6.4	-0.1	.	CCc1nnc(NC(=O)COC(=O)c2cc(OC)cc(OC)c2)s1
7.8	1.4	i	CCOC(=O)N1CCN(c2nc3ccc(C(=O)c4ccccc4)cc3n3cnnc23)CC1
5.9	-2.1	i	Cc1ccc(C)c(-c2nnc(NC(=O)COc3ccccc3)o2)c1
6.0	-0.9	i	Cc1ccc(S(=O)(=O)NCCc2ccncc2)cc1

The list goes on, overlapping the part above by 7 compounds.
OX1R antag	STK33 inh	KCNQ2 block	Compound
9.9	-0.5	.	CC1(C(=O)NC2CCCCC2)CCC(=O)N1Cc1cccnc1 (stereo not given)
21.6	.	i	CC(=O)/C=C(\C)Nc1c(C)n(C)n(-c2ccccc2)c1=O
9.3	-1.4	i	COCc1nnc(NC(=O)CCC2CCCCC2)s1
6.4	-0.1	.	CCc1nnc(NC(=O)COC(=O)c2cc(OC)cc(OC)c2)s1
7.8	1.4	i	CCOC(=O)N1CCN(c2nc3ccc(C(=O)c4ccccc4)cc3n3cnnc23)CC1
5.9	-2.1	i	Cc1ccc(C)c(-c2nnc(NC(=O)COc3ccccc3)o2)c1
6.0	-0.9	i	Cc1ccc(S(=O)(=O)NCCc2ccncc2)cc1
9.1	-0.8	i	CCN(CC(=O)N1CCCCC1)S(=O)(=O)c1ccccc1
17.7	-1.3	i	Cc1ccc(C)c(-n2c(-c3csc(C)c3C)n[nH]c2=S)c1
26.4	-0.7	i	COc1ccc(C(C(=O)NC2CCCCC2)N(CC2CCCO2)C(=O)CNC(=O)c2ccco2)cc1 (stereo not given)
48.4	-2.0	i	Cc1ccc(S(=O)(=O)N2CCCCC2CCNC(=O)C(=O)NCCc2ccco2)cc1 (stereo not given)
10.5	-0.4	i	Cc1cc(OCc2cccc(Cl)c2)c(C)cc1CN1CCOCC1
36.5	0.4	i	CC1Cc2ccccc2N1C(=O)CSc1nnc2sc3ccccc3n12 (stereo not given)
6.1	-0.6	i	COCCNC(=O)c1ccc(NC(=O)C2(c3ccccc3)CCCC2)cc1
18.3	-0.1	i	CC1=CC(c2ccccc2)NC(=S)N1 (stereo not given)
10.4	-1.5	i	CC1=Nn2c(nnc2-c2cccs2)SC1
22.7	0.1	i	COc1ccc(-c2cn(-c3ccc(C)cc3)c(=O)n2CC(=O)Nc2ccc(OC)cc2OC)cc1
13.9	-0.3	i	COc1ccc(-c2[nH]ncc2CN(C)Cc2c(C)n[nH]c2C)c(OC)c1
-0.2	-1.8	i	COc1ccc(NC(=O)C(NC(=O)Cc2cccs2)c2ccccc2)cc1 (stereo not given)
15.6	-2.2	i	CC(=O)Nc1ccc(OC(=O)c2cc3cc(Br)ccc3oc2=O)cc1
4.0	-1.2	i	COc1ccc(C)cc1S(=O)(=O)Nc1cccc(-c2ccc(N3CCCCCC3)nn2)c1
1.8	-3.0	i	CCOc1ccc(Oc2ccc(C(F)(F)F)cc2N)cc1
10.8	-0.9	i	O=C(COC(=O)c1ccc(S(=O)(=O)N2CCCC2)cc1)Nc1cccnc1Cl
18.0	0.2	i	COc1cc2[nH]c(=S)nc(NCc3cccs3)c2cc1OC
16.6	0.7	i	CC1CCC/C(=N\NC(=O)Nc2ccccc2)C1 (stereo not given)
7.6	0.7	i	CC(C)N1CC(O)=C(c2nc3ccccc3c(=O)[nH]2)C1=N
2.6	-0.2	i	CC(C)[C@@H]1N[C@]2(C(=O)Nc3ccccc32)[C@@H]2C(=O)N(c3cccc(C(F)(F)F)c3)C(=O)[C@@H]21
15.2	-0.7	i	CCOc1cc(Cl)c(NC(=O)CC)cc1OCC
4.9	-0.9	i	COc1ccccc1OCCCOc1ccc(C)cc1Br
30.3	-0.4	i	Cn1c(CC(=O)Nc2ccc(F)cc2)c(Sc2ccccc2)c2ccccc21
21.6	-0.6	i	COc1ccc(C2C(C(N)=O)=C(C)Nc3nc(-c4ccccc4OC)nn32)cc1OC (stereo not given)
29.3	-0.7	i	Cc1nc2ccccn2c1C(=O)/C=C/c1ccc(F)cc1

Next structures.
OX1R antag	STK33 inh	KCNQ2 block	Compound
24.5	-0.4	i	COc1ccc(OC)c(NC(=O)CSc2ccccc2)c1
5.0	-1.8	i	OC1(c2ccc3c(c2)OCO3)CCN(Cc2ccc(F)cc2)CC1
10.7	-0.6	i	COCC1CCCN(Cc2nc(-c3ccc4c(c3)OCO4)no2)C1 (stereo not given)
-6.8	1.0	i	CCn1c2ccccc2c2cc(NC(=O)CN3CCCC3)ccc21
10.7	1.2	i	COC(=O)c1ccc([N+](=O)[O-])c(CS(=O)(=O)c2ccc(Cl)cc2)c1
4.3	1.2	i	CC(C)=N/N=C1/NC(=O)C(CC(=O)Nc2cc(Cl)ccc2C)S1 (stereo not given)
11.3	-1.7	i	Cc1cccc2c(=O)c(C(=O)NCCCN3CCOCC3)c[nH]c12
5.3	3.8	i	Cc1c(CCC(=O)NCCCN2CCCC2=O)c(=O)oc2cc(O)ccc12
25.0	0.3	i	Cc1ccc(Nc2nc(-c3c(C)nc4ncccn34)cs2)cc1
27.3	-2.7	i	CCC1CCCCN1C(=S)Nc1ccc(SC(F)F)cc1 (stereo not given)
104.2*	-0.2	i	CCOC(=O)c1csc(-c2ccc([N+](=O)[O-])cc2)n1
9.1	-1.7	i	c1ccc(Nc2nc(Nc3ccccc3)nc(N3CCNCC3)n2)cc1
17.4	0.2	i	COc1ccc(NC(=O)c2sc(Cl)nc2-c2ccccc2)cc1
10.1	-1.0	.	O=C(O)c1ccccc1NS(=O)(=O)c1ccc(NN=Cc2cccc(Cl)c2)c([N+](=O)[O-])c1
9.5	-1.3	i	O=C1OC(CCl)CN1Cc1ccc([N+](=O)[O-])cc1 (stereo not given)
14.0	1.1	i	Cc1ccc(C)c(N(CC(=O)N2CCCCCC2)S(C)(=O)=O)c1
15.3	-0.8	i	CCc1nnc(NS(=O)(=O)c2ccc(N)cc2)s1
2.9	-0.5	i	COc1ccc(-c2cccc(NC(=O)c3ccco3)c2)nn1
4.7	0.5	i	CC(=O)COc1cc(C)cc2oc(=O)cc(-c3ccccc3)c12
10.8	3.9	i	CCCc1cc(=O)oc2c3c(c(Cl)cc12)OCN(CCCO)C3
7.9	-0.8	i	Cc1cccc(NC(=O)COc2ccccc2C(=O)NC(C)c2ccccc2)c1 (stereo not given)
5.5	0.6	i	COC(=O)Nc1ccc(S(=O)(=O)N2CCCCCC2)cc1
11.0	0.5	i	CCN(CC)S(=O)(=O)N1CCC(C(=O)NCCN2CCOCC2)CC1
2.5	0.5	.	Cc1cc(OCCCC(=O)NCCc2nnc3ccccn23)ccc1Cl
18.7	-19.6	i	Clc1cccc(Cl)c1/C=N/Nc1c(Cl)cncc1Cl

Next section:
OX1R antag	STK33 inh	KCNQ2 block	Compound
5.9	0.1	.	COc1ccc(S(=O)(=O)N2CCN(C(=O)c3c(C)nn(-c4ccccc4)c3C)CC2)cc1
17.7	-0.8	i	CCc1cccc(NC(=O)C2CCCN(c3ncnc4c3nc3n4CCCCC3)C2)c1 (stereo not given)
-6.0	-1.0	i	O=C(Cc1ccccc1)Nc1ccnn1C1CCN(Cc2nccs2)CC1
11.1	-0.3	-8.17*	CC(/C=N/Nc1nc(N2CCCCC2)nc(N2CCCCC2)n1)=C\c1ccccc1
23.8	0.6	i	O=C1Nc2ccc(Br)cc2C1=Nc1cccnc1
10.4	-0.8	i	NC(=O)c1cc(S(=O)(=O)N2CC=C(c3ccccc3)CC2)cs1
2.0	-0.6	i	Cc1ccc(C(c2nnnn2CS(=O)(=O)c2ccc(C)cc2)N2CCN(c3ncccn3)CC2)cc1 (stereo not given)
13.5	12.7	i	Cc1cc(N2CCN(C)CC2)nc(-c2ccccc2O)n1
9.1	-0.2	i	O=C(CCC1CCCCC1)Nc1c2c(nn1-c1ccc(F)cc1)CS(=O)(=O)C2
2.1	-0.1	i	O=C(c1cccc(Br)c1)N1CCN(S(=O)(=O)N2CCCCCC2)CC1
3.2	0.4	i	CCOc1ccc(NC(=O)NCC2CCN(Cc3ccc(F)cc3)CC2)cc1
2.4	0.8	i	CCOC(=O)/C=C/C(=O)Nc1ccc(-c2nnc3n2CCCCC3)cc1

Three of these compounds, reformatted.
SMILES: Cc1ccc(C(c2nnnn2CS(=O)(=O)c2ccc(C)cc2)N2CCN(c3ncccn3)CC2)cc1 (stereo not given)
  OX1R antag: 2.0
  STK33 inh: -0.6
  KCNQ2 block: i
SMILES: Cc1cc(N2CCN(C)CC2)nc(-c2ccccc2O)n1
  OX1R antag: 13.5
  STK33 inh: 12.7
  KCNQ2 block: i
SMILES: O=C(CCC1CCCCC1)Nc1c2c(nn1-c1ccc(F)cc1)CS(=O)(=O)C2
  OX1R antag: 9.1
  STK33 inh: -0.2
  KCNQ2 block: i

Rows were taken by chance, and some 2.7% of all compounds hit somewhere here.
